# V1aR counter: counter-screen for oxytocin receptor agonists: human V1a receptor agonists; P37288; CHO-V1R cells, Fluo-8 calcium fluorescence, agonist mode; 0% DMSO, 100% 3 nM vasopressin; activation, % at 3 µM; 320,000 tested, 0.25% active; AID 2797;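 active = activation above the mean activation of all tested compounds plus 3 SD, per screening run, cut at about 20% in these data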;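 note: signal is peak over basal fluorescence ratio across a 100 second FLIPR read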
# Target sequence (P37288 whole entry, looked up): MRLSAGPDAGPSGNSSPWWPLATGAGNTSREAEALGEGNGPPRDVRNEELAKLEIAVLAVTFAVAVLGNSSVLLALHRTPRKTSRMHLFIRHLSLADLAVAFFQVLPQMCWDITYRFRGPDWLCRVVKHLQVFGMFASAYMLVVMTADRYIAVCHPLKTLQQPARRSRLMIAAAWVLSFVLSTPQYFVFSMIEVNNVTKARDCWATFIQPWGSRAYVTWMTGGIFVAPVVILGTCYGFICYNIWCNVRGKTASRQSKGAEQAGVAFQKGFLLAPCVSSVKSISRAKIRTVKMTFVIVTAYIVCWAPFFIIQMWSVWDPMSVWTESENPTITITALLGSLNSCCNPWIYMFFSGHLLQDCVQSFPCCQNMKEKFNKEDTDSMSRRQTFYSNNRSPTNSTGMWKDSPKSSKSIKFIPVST
# OXTR agonist: agonists of human oxytocin receptor | P30559 | CHO-OTR cells, Fluo-8 calcium fluorescence; normalized: DMSO 0%, oxytocin 100% | activation, % at 3 µM | 320,000 tested, 0.32% active;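 active = activation above the mean of all tested compounds plus 3 SD, cutoff set per screening run, cut at about 20% in these data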;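 note: peak over basal fluorescence ratio from a 100 s FLIPR kinetic read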
# Target sequence (P30559 whole entry, looked up): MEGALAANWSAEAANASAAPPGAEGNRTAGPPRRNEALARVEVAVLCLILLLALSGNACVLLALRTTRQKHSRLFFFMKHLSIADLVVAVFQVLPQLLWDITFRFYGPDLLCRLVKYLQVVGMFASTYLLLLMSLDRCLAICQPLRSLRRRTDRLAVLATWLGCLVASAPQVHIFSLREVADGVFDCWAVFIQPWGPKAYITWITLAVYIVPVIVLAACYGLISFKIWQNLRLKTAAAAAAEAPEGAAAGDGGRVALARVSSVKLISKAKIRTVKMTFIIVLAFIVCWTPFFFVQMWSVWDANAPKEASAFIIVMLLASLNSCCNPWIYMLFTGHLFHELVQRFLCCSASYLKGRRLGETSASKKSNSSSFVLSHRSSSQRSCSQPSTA
# GalR3 antag: antagonists of human GalR3 | HEK293 GalR3-CNG cAMP membrane potential fluorescence; galR3 body fused to GalR1 C-terminus | inhibition, % at 3 µM | 360,000 tested, 0.44% active;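 active = inhibition above the screen-wide average plus 3 SD, cut at about 13% in these data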;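 note: forskolin and galanin both at EC90 stimulate the cells; cAMP rise reported by CNG channel membrane potential dye signal; 0% = forskolin plus galanin with DMSO and 100% = forskolin alone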
# An asterisk follows results filed as active; & = joins results of further samples. This is a subset; the hit share may differ from the screen's.
SMILES,V1aR counter,OXTR agonist,GalR3 antag
COc1ccccc1CCC(=O)N1CCN(S(=O)(=O)c2cccc(F)c2)CC1,0.2,0.6,-5.2
CCOC(=O)C1CCCN(S(=O)(=O)CCNC(=O)c2cccc(OC)c2)C1 (centres undefined),-0.3,-0.8,-5.3
COc1cc(Cl)c(C)cc1NC(=O)COC(=O)CCc1nc2ccccc2c(=O)[nH]1,-1.5,-0.7,-6.0
CCOc1ccc(NC(=O)CN(C)C(=O)Cc2sc(C)nc2-c2ccc(F)cc2)cc1OCC,-0.4,-1.9,-4.0
CC1CC1C(=O)N(C)CC(=O)Nc1ccc(Cl)c(C(F)(F)F)c1 (centres undefined),5.2,3.7,-5.0
Cc1nc(SCC(=O)Nc2cc(S(=O)(=O)N3CCOCC3)ccc2Cl)nc(C)c1C,1.4,0.6,-0.9
CN(C)S(=O)(=O)c1ccc(C(=O)NNC(=O)c2ccccc2-n2cccc2)cc1,0.9,0.4,-0.9
N#CC1(NC(=O)CSc2nnc(C3CC3)n2C2CC2)CCCCC1,0.9,1.1,-2.3
CC(=O)Nc1ccc(C2=CC(=O)C[C@H](c3ccc(Cl)cc3)C2)cc1,2.4,3.8,-6.8
CC(C)N(Cc1ccccc1)C(=O)COC(=O)C1CCN(S(=O)(=O)c2ccc3c(c2)OCCO3)CC1,0.2,-2.6,-5.3
Cc1ccc(NC(=O)COC(=O)c2ccc(-n3cccn3)cc2)cc1C,-0.1,0.0,-5.3
Nc1ccc2sc(N)nc2c1,0.5,0.4,0.0

# Look-ups from the results shown:
# Under OXTR agonist, N#CC1(NC(=O)CSc2nnc(C3CC3)n2C2CC2)CCCCC1 reads 1.1
# Under V1aR counter, Cc1nc(SCC(=O)Nc2cc(S(=O)(=O)N3CCOCC3)ccc2Cl)nc(C)c1C reads 1.4

# More structures
SMILES,V1aR counter,OXTR agonist,GalR3 antag
CCN(Cc1ccccc1)S(=O)(=O)CCNC(=O)c1ccccc1,-1.1,-0.1,-1.2
CCC/C=C1/CCCOC(C(=O)NCc2cc(C)n(C)n2)(C(F)(F)F)C1 (centres undefined),-0.3,4.3,-5.0
CSc1ncccc1C(=O)OCC(=O)c1ccc[nH]1,0.5,0.4,-5.8
CC(=O)NC(C)c1cc(Cl)c2ccccc2c1O (centres undefined),1.5,2.4,-6.1
COc1ccc(-c2ccncc2)cc1OC,0.5,0.7,-1.5
CC(C)NC(=O)Nc1ccc2c(c1)C(=O)N([C@H](C)CO)C[C@H](C)[C@@H](CN(C)C(=O)Nc1ccc3c(c1)OCO3)O2,1.0,2.0,-3.2
O=C(NCCN1C(=O)S/C(=C\c2cccnc2)C1=O)c1ccc([N+](=O)[O-])s1,-0.6,0.0,-1.9
Cc1cc(C)n2c(SCC(=O)Nc3ccccc3C#N)nnc2n1,0.5,0.0,-4.4
Nc1nc2c(c(=O)[nH]1)CN(Cc1ccccc1)CC2,0.9,1.5,-7.5
CCOc1ccc(Oc2ccc(S(=O)(=O)N3CCOCC3)cc2NC(=O)CCNC(C)=O)cc1,-0.1,1.5,-4.5
CC(Oc1ccccc1)C(=O)OCC(=O)Nc1ccc2c(c1)OCO2 (centres undefined),0.8,-0.1,-2.9
CCOC(=O)c1c(C)[nH]c(C)c1C(=O)COC(=O)c1ccc(Cl)nc1,0.1,-0.7,-2.0
Cc1ccc(NC(=O)Cn2nc(C(=O)O)c3ccccc3c2=O)cc1S(=O)(=O)N1CCCCC1,2.6,1.5,-4.9
CSCCC(NC(=O)COc1ccccc1)C(=O)N1CCN(c2ccccc2)CC1 (centres undefined),2.2,-0.1,-5.4
OC[C@H]1O[C@H](OCCc2ccc(O)cc2)[C@H](O)[C@@H](O)[C@@H]1O,0.1,1.7,-4.2
O=C(NCCC1CCCCN1S(=O)(=O)c1ccccc1)C(=O)NCc1ccncc1 (centres undefined),0.6,1.8,-3.7
COc1ccc(CC(=O)Oc2ccc(C(C)(C)C)cc2)cc1S(=O)(=O)N1CCOCC1,9.5,9.1,-3.1
Cc1ccc(S(=O)(=O)NCCC(=O)OCC(=O)N(Cc2ccccc2)C(C)(C)C)cc1C,-0.5,-2.2,-0.4
CN1CCc2c(sc(NC(=O)CS(=O)(=O)c3ccccc3)c2C(N)=O)C1,1.2,1.6,2.0
Cc1ccn2c(=O)c(NC(=O)c3cccs3)c(C)nc2c1,5.8,-1.6,-1.6
Oc1cc2c(cc1O)C(c1ccccc1)CNCC2 (centres undefined),-0.7,-0.6,-2.8
CCCCC[C@@H]1C=C(C(=O)O)[C@H](c2ccc(Cl)cc2)N1S(=O)(=O)c1ccc(C)cc1,-0.5,-0.8,-3.0
Cc1cc(C)c2nc(NC(=O)CN3C(=O)NC4(CCCC4)C3=O)sc2c1,1.6,1.1,-3.0
Cc1cc(C)c(CN2CCN(C(=O)Cn3ccc(NC(=O)OCc4ccccc4)nc3=O)CC2)c(C)c1,-1.7,-1.8,-2.5
C[C@H]1CN([C@@H](C)CO)C(=O)Cc2cc(NS(=O)(=O)c3ccc(Cl)cc3)ccc2O[C@@H]1CN(C)C(=O)Nc1cccc2ccccc12,0.6,0.3,-7.3
Cc1ccc(C2(c3ccccc3)NC(=O)N(CC(=O)N3CC(=O)Nc4ccccc43)C2=O)cc1C (centres undefined),0.6,-1.0,-6.7
O=S(=O)(c1ccccc1)N1CCNCC1,-0.3,0.5,2.3
O=C(NCCOc1ccc(Cl)cc1)C1CC(=O)N(c2ccc3c(c2)OCCO3)C1 (centres undefined),2.1,1.4,-6.0
Cc1cc(NS(=O)(=O)c2ccc(NC(=O)/C=C/c3ccccc3)cc2)nc(C)n1,1.7,0.3,-4.5
COc1ccc2cc(C3=CC(=O)C[C@H](c4ccc5c(c4)OCO5)C3)ccc2c1,1.4,0.5,-2.8
C[n+]1cccc(C(=O)[O-])c1,1.1,1.3,-0.2
CN(Cc1cccs1)S(=O)(=O)c1ccc(Cl)cc1F,-1.2,-2.2,-3.4
O=C(CNC(=O)c1ccc(Cl)cc1)OCn1nnc2ccccc2c1=O,1.0,-0.5,0.5
O=C(OCC(=O)N1CCc2ccccc2C1)c1c(F)cccc1Cl,-0.1,1.1,-1.4
O=C(CNC(=O)c1ccc(Cl)cc1)c1ccccc1,-0.5,-1.9,-3.7
COc1ccccc1C(=O)NC(=O)CSc1nncn1C,4.4,1.6,-2.8

# An excerpt from above in order of SMILES length, smallest number first:
SMILES,V1aR counter,OXTR agonist,GalR3 antag
COc1ccccc1C(=O)NC(=O)CSc1nncn1C,4.4,1.6,-2.8
COc1ccc2cc(C3=CC(=O)C[C@H](c4ccc5c(c4)OCO5)C3)ccc2c1,1.4,0.5,-2.8
Cc1cc(NS(=O)(=O)c2ccc(NC(=O)/C=C/c3ccccc3)cc2)nc(C)n1,1.7,0.3,-4.5
Cc1ccc(C2(c3ccccc3)NC(=O)N(CC(=O)N3CC(=O)Nc4ccccc43)C2=O)cc1C (centres undefined),0.6,-1.0,-6.7

# Continued.
SMILES,V1aR counter,OXTR agonist,GalR3 antag
CC1CCN(S(=O)(=O)c2ccc(Cl)s2)CC1,-0.9,-2.5,3.7
CCc1ccc(NC(=O)COC(=O)/C=C/c2ccco2)cc1,-0.9,-0.9,-5.6
Cc1ccc(S(=O)(=O)N2CCN(C(=O)COC(=O)Cc3cccc(C(F)(F)F)c3)CC2)c(C)c1,5.6,5.2,0.4
OCC[C@H]1C[C@H](O)[C@@H](O)[C@@]2(Cc3ccccc3CCO2)O1,0.4,0.9,-5.3
CC1CCN(C(=O)c2nc[nH]c2C(=O)O[C@H](C)c2ccccc2)CC1,-0.1,-0.6,-8.2
CC(C)C[C@H]1COCCS(=O)(=O)N1Cc1cccc(Cl)c1,-1.5,-2.7,-3.0
O=C(CCC(=O)Nc1ccccc1Cl)NNC(=O)COc1ccc([N+](=O)[O-])cc1,-0.2,0.6,2.8
Cc1cccc(N2CCN(C(=O)c3ccc(NC(=O)CC4SC(N5CCCC5)=NC4=O)cc3)CC2)c1C (centres undefined),0.7,0.3,-6.8
CC1(C)NC(=O)N(CC(=O)N2CCN(S(=O)(=O)c3ccccc3C(F)(F)F)CC2)C1=O,1.2,0.5,-3.6
Cc1nn(-c2ccccc2)c2nc(C(F)F)cc(C(F)F)c12,-0.6,-1.7,-4.5
CC1CN(c2nc3c(c(=O)n(C)c(=O)n3C)n2Cc2c(Cl)cccc2Cl)CC(C)O1 (centres undefined),-0.5,-0.2,0.0
O=C1CCC(C(=O)OCC(=O)Nc2cc(Cl)ccc2F)=NN1,0.1,0.9,-3.0
CC(=O)c1cccc(NC(=O)CSc2ncc(C(=O)Nc3ccccc3)c(=O)n2C)c1,1.1,0.2,-2.1
O=C(NCc1cccc(C(F)(F)F)c1)N1CCN(C(=O)c2ccccc2)CC1,0.7,0.1,-3.4
CCC(=O)c1ccc(OCC(=O)NC2CCCC2)cc1,0.3,-0.8,-2.4
Cc1csc2nc(O)c(C(=O)NCc3ccc4c(c3)OCO4)c(=O)n12,-1.0,1.2,-0.7
O=C(c1ccc(-n2cncn2)c([N+](=O)[O-])c1)N1CCN(S(=O)(=O)c2ccccc2F)CC1,0.2,0.2,-3.1
CCC(Sc1ncccc1Nc1ccccn1)C(=O)O (centres undefined),0.3,-1.6,1.1
O=C(Nc1ccc2nc3n(c(=O)c2c1)CCCC3)c1cccnc1Cl,0.4,0.2,0.0
COCCN(C(=O)COC(=O)C12CC3CC(CC(Cl)(C3)C1)C2)c1c(N)n(Cc2ccccc2)c(=O)[nH]c1=O,-0.5,0.3,-3.7
Cc1cccc(OCC(=O)NNC(=O)c2ccccc2OCc2c(C)noc2C)c1,1.8,-0.7,-1.5
C[C@@H]1CN([C@H](C)CO)C(=O)c2cccc(NC(=O)Nc3ccc(C(F)(F)F)cc3)c2O[C@H]1CN(C)S(=O)(=O)c1cccs1,4.0,6.0,-4.6
CCCCN(C(=O)CSc1nn(-c2ccc(F)cc2)c(=S)s1)c1c(N)n(CCCC)c(=O)[nH]c1=O,-1.5,-2.0,-0.6
O=C(COC(=O)[C@@H]1CC(O)CN1S(=O)(=O)c1ccc(Cl)cc1)NC(=O)NCc1ccccc1 (some centres undefined),-0.3,-0.6,-1.0
COc1ccc2oc(C(=O)OCC(=O)N(C)CC(=O)Nc3ccc(C)cc3)c(C)c2c1,0.6,-0.4,-0.9
O=C(NC1CC(=O)N(c2ccc(Cl)cc2)C1)C1CC1 (centres undefined),1.1,1.0,4.4
CCN1C(=O)[C@@H]2[C@@H](c3ccc(-c4ccc(F)cc4)c(OC)c3)N3CCC[C@@]3(C(=O)OC)[C@@H]2C1=O,-0.4,-1.8,-4.1
CCOc1ccc2c(c1)OC1(CCC(C)C1)CC2=O (centres undefined),-0.8,-2.1,-4.6
C/C=C/c1cc(OC)c2c(c1)[C@H](C)[C@@H](c1ccc(O)c(OC)c1)O2,-0.3,0.5,-6.8
COc1ccc(NC(=O)c2ccc(NC(=O)c3nc4nccc(C)n4n3)cc2)cc1,0.1,0.3,-5.1
CCCc1cc(=O)[nH]c(SCC(=O)N(C)C2CCCCC2)n1,-0.1,0.6,-4.7
Cc1cc(NC(=O)CSCC(=O)Nc2cc(Cl)ccc2N2CCN(C)CC2)no1,0.0,0.7,-2.6
COc1ccc(CN([C@H](CO)CC(C)C)S(=O)(=O)N(Cc2ccccc2)[C@H](CO)CC(C)C)cc1,2.8,2.9,-6.5
CCCCNc1c(-c2cccc(SC(C)CC)c2)nc2ccc(Cl)cn12 (centres undefined),0.4,-0.7,-4.0&-8.4
Cc1ccc(C(=O)N2CCN(c3ccc(N4CCOCC4)nn3)CC2)cc1C,0.1,-0.9,-6.0
CCS(=O)(=O)Nc1ccc(C2=NN(C(=O)c3ccco3)C(c3ccc(Cl)o3)C2)cc1 (centres undefined),3.2,-0.2,-5.8
COc1cccc(C(=O)NCCS(=O)(=O)N(C)C2CCCCC2)c1,0.3,-0.3,-3.7
CC(=O)c1ccc(S(=O)(=O)N2CCN(C(=O)CSC(=S)N3CCCC3)CC2)cc1,6.5,9.1,1.8
O=C(COC(=O)Cc1ccc([N+](=O)[O-])cc1)NCc1ccc2c(c1)OCO2,-0.6,-0.9,-3.6
C[C@H](CO)N1C[C@H](C)[C@@H](CN(C)S(C)(=O)=O)Oc2c(NC(=O)Nc3ccc(C(F)(F)F)cc3)cccc2C1=O,-0.1,-0.5,1.9
O=C(CSc1nc2[nH]c(=O)cc(O)c2s1)Nc1cccc(Br)c1,0.2,0.6,-4.8
O=C1C=C(c2ccc(O)cc2)C[C@@H](c2ccc(Cl)cc2)C1,0.0,0.8,-3.1
O=C(NC1=NCCS1)c1cccc(F)c1,-0.3,0.2,-8.7
COc1ccc(COC(=O)CNC(=O)C2CCCCC2)cc1F,-0.6,0.7,-4.2
Cc1ccnc(NC(=O)CCCNC(=O)c2ccc(Cl)cc2)c1,-0.1,0.1,-2.6
CCN(C(=O)CSc1nncn1-c1ccccc1)C1CCS(=O)(=O)C1 (centres undefined),0.8,0.9,-2.6
COc1ccccc1[C@@]1(C)ON(c2ccccc2C(F)(F)F)C1=O,-1.1,-1.2,-6.0
CC(N=C1NS(=O)(=O)c2ccccc21)C(=O)Nc1ccc(F)cc1Cl (centres undefined),0.1,0.0,-3.0
Cc1cc(C)n2c(SC(C)C(=O)NC3(C#N)CCCCC3)nnc2n1 (centres undefined),0.2,1.2,2.9
